TRPC6 act – activators of mouse TRPC6 channel; AID 2550; B-score at 10 µM; HEK293-TRPC6 membrane potential dye fluorescence; stronger effect = higher value; 0.13% of 310,000 active; Q61143;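 active = B-score of the integrated fluorescence ratio above library mean plus 3 SD, and starting fluorescence ratio within library mean plus 5 SD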;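 also: higher score means more depolarization so channel activation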
Target sequence (Q61143 whole entry, looked up): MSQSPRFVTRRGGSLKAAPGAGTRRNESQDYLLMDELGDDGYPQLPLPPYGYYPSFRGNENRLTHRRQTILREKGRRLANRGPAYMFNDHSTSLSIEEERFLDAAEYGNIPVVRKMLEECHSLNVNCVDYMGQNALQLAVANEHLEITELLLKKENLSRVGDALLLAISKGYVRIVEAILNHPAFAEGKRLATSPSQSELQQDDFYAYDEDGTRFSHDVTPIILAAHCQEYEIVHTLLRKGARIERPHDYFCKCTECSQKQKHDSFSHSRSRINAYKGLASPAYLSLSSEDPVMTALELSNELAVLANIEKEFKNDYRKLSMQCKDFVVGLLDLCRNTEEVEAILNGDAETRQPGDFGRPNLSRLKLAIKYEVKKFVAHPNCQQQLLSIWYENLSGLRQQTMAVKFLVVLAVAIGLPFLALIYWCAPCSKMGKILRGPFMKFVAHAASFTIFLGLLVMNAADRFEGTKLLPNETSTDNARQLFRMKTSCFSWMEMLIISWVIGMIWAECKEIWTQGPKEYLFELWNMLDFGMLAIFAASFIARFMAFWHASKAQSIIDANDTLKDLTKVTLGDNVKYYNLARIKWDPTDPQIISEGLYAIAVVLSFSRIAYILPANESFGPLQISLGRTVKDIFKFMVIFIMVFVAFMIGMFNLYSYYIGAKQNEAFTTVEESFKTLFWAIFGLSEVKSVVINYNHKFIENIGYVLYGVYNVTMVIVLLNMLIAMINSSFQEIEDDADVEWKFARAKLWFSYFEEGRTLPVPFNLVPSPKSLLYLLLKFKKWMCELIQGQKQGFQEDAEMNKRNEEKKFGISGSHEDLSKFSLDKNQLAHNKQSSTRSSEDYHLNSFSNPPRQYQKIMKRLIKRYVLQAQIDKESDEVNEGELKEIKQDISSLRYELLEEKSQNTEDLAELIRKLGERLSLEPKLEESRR
PolyA inhibitor – inhibitors of polyadenylation in S. cerevisiae; S. cerevisiae SKY197-pL101 polyadenylation reporter, beta-gal luminescence; efflux-impaired pdr1/pdr3 knockout yeast; score 100 = 6 SD above DMSO; calls only at 12 µM; 0.02% of 300,000 active;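 active = lowest replicate activity score at least 50, where 100 means six control SD above control mean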;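 also: yeast exposed to compound for 9 h at 30 °C; higher score means more reporter readthrough which indicates perturbed polyadenylation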
AI-2 QS modul – modulators of Vibrio harveyi AI-2 quorum sensing system | Vibrio harveyi JMH597 AI-2 luminescence/OD600 ratio, 9 h; stronger effect = lower value; strain lacks LuxN and CqsS sensors; 0 = neutral-control median | activity change, % at 7.5 µM | 0.4% of 300,000 active; in the data active = activity change below about -75%, passing the limit was not always enough;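 also: luminescence divided by OD600 gain over 9 h not by final OD600 alone; inactives centre near 13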
HIF activator – HIF pathway transcriptional activation; U2OS HRE-luciferase reporter, luminescence; normalized: DMSO 0%, desferrioxamine 100%; activation, % at 7.5 µM (by protocol); AID 1910; 0.32% of 300,000 active;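 active = mean activation of at least 10% of the iron chelator positive control signal, with at least half of replicates also reaching 10%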
TRPC6 inh – inhibitors of mouse TRPC6 channel; Q61143; HEK293-TRPC6, membrane potential dye, ACh-evoked depolarization; stronger effect = lower value; B-score at 10 µM; AID 2553; 1.1% of 310,000 active;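 active = B-score under library mean minus 3 SD, initial fluorescence not abnormally high, positive integrated signal ratio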;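 also: B-score derived from integrated fluorescence ratio over the kinetic read; more negative B-score means stronger inhibition of depolarization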
MrgX1 agonist – agonists of human MrgX1 receptor | Q96LB2 | MrgX1-HEK293 cells, Fluo-4 calcium fluorescence, agonist mode; stronger effect = higher value | B-score at 10 µM | 0.44% of 310,000 active;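 active = calcium response B-score plate-corrected fluorescence ratio at least 3 library SD, with starting fluorescence B-score inside 5 SD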
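Material: MrgX1-expressing HEK293 cells / Dosing: compound as first of three additions / Incubation: overnight seeding, then 1 h dark dye loading / Signal: Fluo-4 NW calcium fluorescence / Evaluation: B-scored fluorescence response ratio / Benchmarks: positive and negative control wells on each plate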
MrgX1 PAM – human MrgX1 positive allosteric modulation, primary screen; Q96LB2; MrgX1-HEK293, Fluo-4 calcium flux, FDSS; stronger effect = higher value; B-score at 10 µM; 0.63% of 310,000 active;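 active = plate-corrected calcium response at least 3 library SD above typical, normal starting fluorescence, not activating the receptor alone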;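 also: compound read alongside a low EC10 to EC30 dose of BAM8-22 agonist; peak minus trough fluorescence over baseline measured at the second addition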
TRPC4 agonist – opens the mouse TRPC4 cation channel; Q9QUQ5; HEK293 TRPC4beta/mu-opioid, Fluo4 calcium fluorescence; stronger effect = higher value; B-score at 10 µM; 0.49% of 310,000 active;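 active = B-score above 5 SD of library B-scores, and initial fluorescence ratio not above library mean plus 5 SD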;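 also: positive B-score marks a calcium rise read as TRPC4 activation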
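Test system: HEK293 cells stably co-expressing mouse TRPC4beta and mu-opioid receptor | Schedule: Fluo4 dye loading 45 min at room temperature, 110 s recording | Measured by: Kinetic Fluo4 calcium fluorescence, 5 s baseline at 1 Hz | Evaluation: B score of integrated ratio | Controls: Buffer (low) and maximal DAMGO (high)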
TRPC4 PAM – allosteric potentiators of mouse TRPC4 channel; Q9QUQ5; HEK293 TRPC4beta/mu-opioid, DAMGO EC20, Fluo-4 Ca2+ flux; stronger effect = higher value; B-score at 10 µM; 0.42% of 310,000 active; AID 2227;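 active = B-score of calcium response area above 5 SD of library B-scores, with initial fluorescence ratio within 5 SD of library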;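 also: B-score of integrated fluorescence ratio over time as area under calcium response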
MrgX1 antag – antagonists of human MrgX1 receptor. MRGX1-HEK293 calcium flux, Fluo-4, BAM8-22 antagonism; stronger effect = lower value. 1.3% of 310,000 active. Q96LB2. AID 588676. B-score at 10 µM;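 active = calcium-response B-score plate-corrected more than 3 library SD below zero, starting fluorescence within 5 deviations, no agonist response on first addition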;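 also: peak minus trough fluorescence over baseline after final BAM8-22 challenge near maximal dose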
TRPC4 block – inhibitors of mouse TRPC4 channel; Q9QUQ5; HEK293 TRPC4beta/mu-opioid, DAMGO-evoked Fluo4 calcium flux; stronger effect = lower value; B-score at 10 µM; 0.39% of 300,000 active; AID 2247;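 active = B-score over 3 SD under the library average, no early fluorescence shift, positive overall ratio signal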
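System: stable TRPC4beta/mu-opioid receptor HEK293 cells; Dosing: single-point compound dosing; Measured by: Fluo4 Ca2+ flux fluorescence; Read-out basis: per-well B score of integrated baseline-normalized Fluo4 ratio.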
The depositor's hits bear a star; i = inactive; / = no result given.

Value order – TRPC6 act, PolyA inhibitor, AI-2 QS modul, HIF activator, TRPC6 inh, MrgX1 agonist, MrgX1 PAM, TRPC4 agonist, TRPC4 PAM, MrgX1 antag, TRPC4 block
(1) COc1cc(/C=N/N(C)C)ccc1OC(=O)c1ccco1
  i, i, 8, -0.6, i, i, i, i, i, i, i
(2) Cc1ccc(-n2cnc3cc(NCc4cccs4)ccc32)cc1
  i, i, -17, 0.7, i, i, 9.8*, i, i, i, i
(3) Cc1cccc(N/C(N)=N/c2nc(C)c(Cc3ccccc3)c(=O)[nH]2)c1
  i, i, 5, /, i, i, i, i, i, i, i
(4) COC(=O)N1C(=O)[C@@](Cc2ccccc2)(c2ccccc2)N1C(=O)OC
  i, i, 15, -0.6, i, i, i, i, i, i, i
(5) O=C(NC1CC2CCCC(C1)N2C(=S)Nc1ccccc1Cl)C1CC1 (stereo unspecified)
  i, i, 19, -0.2, i, i, i, i, i, i, i
(6) Cc1ccc(S(=O)(=O)C2C(=O)N(C)C3(C)CC2c2ccccc2O3)cc1C (stereo unspecified)
  i, i, 30, -0.2, i, i, i, i, i, i, i
(7) CCOC(=O)/C(C#N)=C/Nc1ccccc1NS(=O)(=O)c1ccc(C)c(C)c1
  i, i, 1, -0.6, i, i, i, i, i, i, i
(8) CS(=O)(=O)Nc1cccc(C2=NN(C(=O)CCC(=O)O)C(c3cccs3)C2)c1 (stereo unspecified)
  i, i, 12, 1.0, i, i, i, i, i, i, i
(9) CC1Cc2ccccc2N1C(=O)CSc1nccc(=O)[nH]1 (stereo unspecified)
  i, i, 14, -0.3, i, i, i, i, i, i, i
(10) Cc1cc(C)cc(NC(=O)CCC(=O)Nc2nnc(C(F)(F)F)s2)c1
  i, i, -5, -0.7, i, i, i, i, i, i, i
(11) O=C(CCc1ccccc1)N1CCCN(C(=O)CCc2ccccc2)CC1
  i, i, 19, 0.4, i, i, i, i, i, i, i
(12) CCOC(=O)CNC(=O)CSc1nc(Cc2cccs2)nc2ccccc12
  i, i, 9, -0.4, i, i, i, i, i, i, i
(13) CCCc1ccc(C(=O)N2CCN(c3ccccc3OCC)CC2)cc1
  i, i, 10, -0.7, i, i, i, i, i, i, i
(14) O=S(=O)(Nc1cc(Cl)ccn1)c1ccc(Cl)cc1
  i, i, 31, -0.3, i, i, i, i, i, i, i
(15) CN1CCN(CCN2CCn3c2nc2ccccc23)CC1
  i, i, 20, -0.1, i, i, i, i, i, i, i
(16) CC(Nc1ccc(Br)cc1)C(=O)N/N=C/c1ccccc1OCc1ccccc1 (stereo unspecified)
  i, i, 28, 0.1, i, i, i, i, i, i, i
(17) CCOC(=O)c1cnc(SCC(=O)Nc2sc(C)c(C)c2C#N)nc1N
  i, i, 33, -3.7, i, i, i, i, i, i, i
(18) O=c1c2cn[nH]c2[nH]c(=S)n1-c1cccc2ccccc12
  i, i, 24, 0.0, i, i, i, i, i, i, i
(19) COC(=O)c1ccc(CSc2ncnc3c2nnn3-c2ccc(F)cc2)o1
  i, i, 2, -0.2, i, i, i, i, i, i, i
(20) CN1/C(=C\C(=O)c2ccccc2Cl)c2ccccc2CC1(C)C
  i, i, 36, 0.1, i, i, i, i, i, i, i
(21) Cc1ccc(C(=O)NCC(=O)NCC(=O)OCC(=O)c2ccc(Br)cc2)cc1
  i, i, 15, -1.4, i, i, i, i, i, i, i
(22) CCn1c(=O)cc(OCC(=O)Nc2ccc(OC)c(OC)c2)c2ccccc21
  i, i, 17, -0.1, i, i, i, i, i, i, i
(23) CC(=O)Oc1ccc(C(=O)Cc2ccc3ccccc3n2)c(O)c1C
  i, i, 16, 0.5, i, i, i, i, i, i, i
(24) COc1ccc(S(N)(=O)=O)cc1C(=O)N(C)CC(=O)Nc1ccc(N2CCOCC2)cc1
  i, i, 30, -0.3, i, i, i, i, i, i, i
(25) O=C(CSc1nnc(SCc2cccc3ccccc23)s1)N/N=C/C=C/c1ccccc1[N+](=O)[O-]
  i, i, 2, 0.2, i, i, i, i, i, i, i
(26) COCC(=O)N(CCc1ccc(OC)c(OC)c1)Cc1cc2cc(C)ccc2nc1Cl
  i, i, 5, -0.3, i, i, i, i, i, i, i
(27) Cc1nnc(SCC(=O)N2CCCc3ccccc32)[nH]c1=O
  i, i, 22, 0.7, i, i, i, i, i, i, i
(28) CC(C)CN(CC(C)C)S(=O)(=O)N1CCC(C(=O)NCCc2ccc(Cl)cc2)CC1
  i, i, 3, -0.3, i, i, i, i, i, -7.6*, i
(29) Cc1ccc(S(=O)(=O)c2nnn3c2nc(N2CCC(C(N)=O)CC2)c2ccccc23)cc1C
  i, i, 12, -0.3, i, i, i, i, i, i, i
(30) CCCCCCOC(=O)Cc1c(C)nc(N)[nH]c1=O
  i, i, 23, -0.1, i, i, i, i, i, i, i
(31) Cc1cccc(CCN(C(=O)c2snc(C(N)=O)c2N)C(C(=O)NCC2CCCO2)c2ccc(F)cc2)c1 (stereo unspecified)
  i, i, 18, 0.9, i, /, /, i, i, /, -7*
(32) O=C(O)c1ccc(NC(=O)c2cn(-c3ccccc3)nc2-c2cccc(Cl)c2)cc1
  i, i, -2, -1.5, i, i, i, i, i, i, i
(33) CSCCC1NC(=O)N(CC(=O)N2N=C(c3ccc(Cl)cc3)CC2c2ccco2)C1=O (stereo unspecified)
  i, i, -4, -0.9, i, i, i, i, i, i, i
(34) COCCN1CCN(C(=O)c2cc(COc3cc(C)ccc3C)on2)CC1
  i, i, 10, 4.1, i, i, i, i, i, i, i
(35) O=C(NC1CCN(c2ncccn2)CC1)c1ccccc1F
  i, i, 15, -2.1, i, i, i, i, i, i, i
(36) CCOC(=O)C1=C(C)NC(=O)NC1c1cccc(OC)c1OCc1ccccc1Cl (stereo unspecified)
  i, i, 14, -0.4, i, i, i, i, i, i, i
(37) COC(=O)C1=C2SC(C)C(=O)N2C(N)=C(C#N)C1c1cc(OC)c(OC)c(OC)c1 (stereo unspecified)
  i, i, 13, 0.2, i, i, i, i, i, i, i
(38) COc1ccc2c(c1OC)C(=O)OC2Nc1ccc(S(=O)(=O)N=C(N)N)cc1 (stereo unspecified)
  i, i, 21, 0.0, i, i, i, i, i, i, i
(39) O=C(Nc1ccc(Cl)cn1)Nc1ccccc1F
  i, i, 5, 5.1, i, i, i, i, i, i, i
(40) COc1ccc(-c2ccc(=O)n(CC(=O)Nc3ccc4c(c3)OCCO4)n2)cc1
  i, i, 9, 0.3, i, i, i, i, i, i, i
(41) CCCCn1c(=NC(=O)c2cccnc2)c(C(=O)OCC)cc2c(=O)n3ccccc3nc21
  i, i, 11, -0.3, i, /, /, i, 46*, /, i
(42) CC(C)(C)C(=O)N/C(N)=N/c1nc2ccccc2o1
  i, i, 17, 1.6, i, i, i, i, i, i, i
(43) O=C(O)c1cc(S(=O)(=O)Nc2ccc(OCc3ccccc3)cc2)ccc1Br
  i, i, 3, 0.1, i, i, i, i, i, i, i
(44) COc1ccc(C(Nc2cc(C)ccn2)c2ccc3ccc(C)nc3c2O)cc1 (stereo unspecified)
  i, i, 39, 1.4, i, i, i, i, i, i, i
(45) CCc1ccc(C(=O)Nc2ccc(OC)c(S(=O)(=O)N3CCOCC3)c2)cc1
  i, i, 27, 0.2, i, i, i, i, i, i, i
(46) O=C(CSCC(=O)Nc1ccccc1)N/N=C/c1c(O)ccc2ccccc12
  i, i, 39, 71*, i, i, i, i, i, i, i
(47) O=C(CCc1nnc2ccc(N3CCC4(CC3)OCCO4)nn12)Nc1ccc(F)cc1
  i, i, 3, -0.7, i, i, i, i, i, i, i
(48) COc1cc2c(cc1OC)CN(C(=O)COc1ccccc1[N+](=O)[O-])CC2
  i, i, 34, 0.0, i, i, i, i, i, i, i
(49) Cc1ccc(C)c(N(CC(=O)NC2CCCC2)C(=O)c2oc(C(C)(C)C)cc2C)c1
  i, i, 1, -0.6, i, i, i, i, i, i, i
(50) CCOC(=O)N1CCN(S(=O)(=O)c2ccc([N+](=O)[O-])cc2)CC1
  i, i, 15, -1.3, i, i, i, i, i, i, i
(51) CCc1n[nH]c(=O)c2cc3cc(OC)ccc3n12
  i, i, 31, -0.5, i, i, i, i, i, i, i
(52) Fc1ccccc1/C=C/c1ccc2ccccc2n1
  i, /, 10, -1.4, i, i, i, i, i, i, i
(53) CCCC(C)n1[nH]c(=O)cc1N (stereo unspecified)
  i, i, 13, /, i, i, i, i, i, i, i
(54) O=C1Nc2ccccc2/C1=C/C(=O)c1cccs1
  i, i, 15, 1.6, i, i, i, i, i, i, i
(55) Nc1ncnc2nc(SCCc3ccccc3)[nH]c12
  i, i, 7, -0.3, i, i, i, i, i, i, i
(56) O=C(COc1ccc2ccccc2c1)N1c2ccccc2Sc2ccccc21
  i, i, 22, -0.4, i, i, i, i, i, i, i
(57) Cc1cnc(NC(=O)CN2C(=O)C3CC=CCC3C2=O)s1 (stereo unspecified)
  i, i, 12, -0.5, i, i, i, i, i, i, i
(58) COc1cccc(NC(=O)C2CCN(c3ncccn3)CC2)c1
  i, i, 15, 0.1, i, i, i, i, i, i, i
(59) COc1ccc(C(=O)CN2C(=O)c3ccccc3S2(=O)=O)cc1Br
  i, i, -6, -1.9, i, i, i, i, i, i, i
(60) Cc1ccsc1/C=N\NC(=O)c1ccc2c(c1)OCO2
  i, i, 15, 2.8, i, i, i, i, i, i, i

The listing continues:
Value order – TRPC6 act, PolyA inhibitor, AI-2 QS modul, HIF activator, TRPC6 inh, MrgX1 agonist, MrgX1 PAM, TRPC4 agonist, TRPC4 PAM, MrgX1 antag, TRPC4 block
(61) COc1cc(CC(=O)N(C)CC(=O)Nc2ccc(Cl)c(C(F)(F)F)c2)cc(OC)c1OC
  i, i, 9, -0.4, i, i, i, i, i, i, i
(62) Cc1ccc(C(=O)COc2cccc(NC(=O)c3ccco3)c2)cc1
  i, i, 14, 0.1, i, i, i, i, i, i, i
(63) CC(Sc1nc2c([nH]c3ccccc32)c(=O)n1C)c1ccccc1 (stereo unspecified)
  i, i, 26, 0.2, i, i, i, i, i, i, i
(64) CC(=O)c1ccc(S(=O)(=O)N2CCC(Oc3ccc(-n4cnnn4)cc3)CC2)cc1
  i, i, 4, 0.0, i, i, i, i, i, i, i
(65) CCOC(=O)c1[nH]c2ccc(Cl)cc2c1-c1ccccc1
  i, i, 4, 0.1, i, i, i, i, i, i, i

Source: PubChem BioAssay

An excerpt; count on the stated rates, not on these rows.
